Screening results (PubChem BioAssay)
L929 necroptosis: blocks zVAD induced death of L929 cells; 0.38% of 220,000 active; viability rescue, % at 10 µM; L929 zVAD necroptosis rescue, ATP luminescence, 24 h; with zVAD 60 µM; AID 1377;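 active = activation, scaled between plate controls, above about 75%, limit read from the data; inactive = activation under that limit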;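 also: 0% = zVAD with DMSO and 100% = DMSO alone without zVAD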
Runt-SMMHC FRET: blocks binding of human RUNX1 Runt domain to CBFb-SMMHC. Q01196+Q13951. Cerulean-Runt/Venus-CBFb-SMMHC FRET ratio 530/480, 1 h. inhibition, % at 20 µM. 0.74% of 220,000 active. AID 1434;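 active = mean inhibition across duplicate retests at 20 µM reaching about 50%, limit read from the data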;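 also: 0% = DMSO wells and 100% = wells with excess untagged CBFb-SMMHC; inhibitors lower the FRET ratio by blocking Runt binding to CBFb-SMMHC; some results filed as inactive read as strong as hits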
RBBP9 inh: blocks human serine hydrolase RBBP9. recombinant RBBP9, FP-Rh probe fluorescence polarization. 0.2% of 220,000 active. O75884. inhibition, % at 7.94 µM. AID 1515;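 active = inhibition above the campaign mean of all tested compounds plus 3 SD, cut at about 14% in these data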;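 also: plate controls were DMSO wells with RBBP9 for no effect and wells lacking RBBP9 protein for full effect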
Target sequence (O75884 whole entry, looked up): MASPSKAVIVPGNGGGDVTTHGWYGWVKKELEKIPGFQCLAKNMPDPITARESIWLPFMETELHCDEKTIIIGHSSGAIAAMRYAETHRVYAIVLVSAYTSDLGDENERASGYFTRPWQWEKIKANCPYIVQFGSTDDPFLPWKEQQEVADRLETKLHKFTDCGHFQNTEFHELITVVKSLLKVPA
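Measured by – fluorescence polarization · Test system – RBBP9 protein · Input – 2.5 µM RBBP9 dispensing solution, before mixing · Measure – percent inhibition from mP, scaled between DMSO and no-protein wells · Benchmarks – DMSO-treated enzyme wells and wells lacking RBBP9 · Times – preincubation 30 min plus labeling 45 min at 25 °C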
Hck Nef HTS: blocks Nef-activated human Hck kinase; P08631; Recombinant Hck-YEEI plus Nef, Z-Lyte FRET kinase assay; 0.68% of 220,000 active; AID 463187; inhibition, % at 20 µM;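 active = Hck-Nef kinase inhibition above about 50%, limit read from the data; inactive = inhibition below that limit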;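 also: 0% = DMSO with Hck plus Nef and 100% = Hck alone without Nef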
Target sequence (P08631 whole entry, looked up): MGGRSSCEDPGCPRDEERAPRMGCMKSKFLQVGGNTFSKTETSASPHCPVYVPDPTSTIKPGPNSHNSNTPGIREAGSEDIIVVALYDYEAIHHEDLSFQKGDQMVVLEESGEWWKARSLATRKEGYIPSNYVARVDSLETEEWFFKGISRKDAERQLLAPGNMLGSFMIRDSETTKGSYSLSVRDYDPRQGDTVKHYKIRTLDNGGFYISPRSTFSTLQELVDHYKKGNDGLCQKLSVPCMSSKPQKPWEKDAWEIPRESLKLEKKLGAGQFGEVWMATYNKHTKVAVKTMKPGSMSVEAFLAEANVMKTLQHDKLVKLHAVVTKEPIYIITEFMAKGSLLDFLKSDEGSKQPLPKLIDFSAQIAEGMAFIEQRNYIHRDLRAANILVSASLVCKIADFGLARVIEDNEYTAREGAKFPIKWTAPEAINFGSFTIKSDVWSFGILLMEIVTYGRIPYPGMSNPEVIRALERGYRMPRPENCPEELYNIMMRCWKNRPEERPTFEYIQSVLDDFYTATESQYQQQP
Runt-CBFb FRET: inhibitors of human RUNX1 Runt domain binding to CBFb; Q01196+Q13951; Cerulean-Runt/Venus-CBFb FRET ratio 530/480, 1 h; inhibition, % at 20 µM; 0.46% of 220,000 active; AID 1496;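 active = inhibition over about 50% at 20 µM in the single-dose screen, limit read from the data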;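 also: 0% = DMSO wells and 100% = excess unlabeled CBFb competitor control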
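Schedule: protein complex preformed 1 h, compound exposure 1 h, room temperature, dark; test system: Cerulean-labeled Runt domain protein; amount: 100 nM per protein; buffer or medium: Tris 50 mM pH 7.5, KCl, K2SO4, 0.01% BSA; read-out: loss of energy transfer signal; detection: FRET fluorescence; controls: 5 µM unlabeled CBFb as full-inhibition high control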
PGE2 EP2 inh: blocks the human prostaglandin E2 receptor EP2; P43116; C6 glioma cells expressing human EP2, cAMP TR-FRET; cells stimulated with saturating PGE2; 0.52% of 260,000 active; AID 1422; inhibition, % at 25 µM;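 active = percent inhibition above 40 after rounding to a whole number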;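 also: rat C6 glioma host cells with rolipram phosphodiesterase inhibitor present; the protocol text gives 20 µM as final concentration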
EP2 mod: modulates human prostaglandin E2 receptor EP2 signaling; 0.83% of 260,000 active; EP2-expressing cells, cAMP HTRF FRET, PGE2 co-stimulation; induction, % at 25 µM;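 active = compounds whose cAMP rise, as percent of the full-agonist control response, exceeds 60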;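 also: rat C6 glioma line stably carrying human EP2 under a CMV promoter; the protocol text gives 20 µM as final concentration; 100% = response of wells given 1 µM PGE2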
TNF necrop inh: blocks TNF-alpha induced death of Jurkat FADD-/- cells; Jurkat FADD-/- TNF necroptosis rescue, ATP luminescence, 24 h; 0 = TNF only, 100 = no-TNF cells; activation (protection from cell death), % at 10 µM; 0.068% of 220,000 active;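 active = activation, meaning protection from cell death, of at least 50% relative to plate controls; inactive = activation below 50%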;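 also: necroptosis triggered by 40 ng/mL TNF-alpha added together with compound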
PERK inh: human PERK inhibition, primary cell-based screen | Q9NZJ5 | CHO PERK-DD fusion, SEAP luminescence translation reporter | inhibition, % at 5.6 µM | 0.17% of 220,000 active | AID 1416;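 active = inhibition above the mean inhibition of all tested compounds plus 3 SD, set separately per screening campaign, cut at about 2.9% in these data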;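 also: PERK kinase domain activated by AP20187 dimerizer at 100 nM; 0% = DMSO with dimerizer and 100% = rapamycin at 8.4 µM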
Numbers without * were called inactive; · = not tested or not shown; & = joins results of further samples.

SMILES	L929 necroptosis	Runt-SMMHC FRET	RBBP9 inh	Hck Nef HTS	Runt-CBFb FRET	PGE2 EP2 inh	EP2 mod	TNF necrop inh	PERK inh
O=C(COc1cccc(-n2cnnn2)c1)Nc1ccccc1	73	-8	-7	-4	2	11&1	-45&15	2.1	0.2
O=C(CSc1ncnc2scc(-c3ccc(Cl)cc3)c12)NCc1ccc2c(c1)OCO2	-0.3	-9	-3	3	-6	10	-59	-7.8	0.1
Fc1cccc(NCc2ccoc2)c1	2.7	3	-5	-2	-1	6	7	3.1	0.4
CC(C)OC(=O)CSc1nc2cccnc2n1C1CCCCC1	-0.3	-6	-1	1	0	7	24	-1.9	-0.9
CCCCn1nnc(NC(=O)c2ccco2)n1	-0.2	-3	-5	0	1	6	11	-0.6	0.0
Cn1c(=O)n(C)c2cc(S(=O)(=O)NCCO)ccc21	-0.1	2	-4	-3	1	9	20&-39	0.4	-0.5
N#Cc1cc2cc3ccccc3nc2n2c(=O)c3ccccc3nc12	-0.8	30	-4	18	-228	3	-37	-2.5	0.2
CN(CCc1cnn(C)c1)Cc1cn(C)nc1-c1ccc2c(c1)OCCO2	-0.1	·	0	23	·	9	-12	2.0	0.3
CCN(CC)P(=O)(/C(Cl)=C\Nc1c(C)n(C)n(-c2ccccc2)c1=O)N(CC)CC	-0.3	-2	-4	0	-3	22	19	-3.8	0.6
CCOC(=O)c1oc2cc(OCC(=O)OC)ccc2c(=O)c1-c1ccc(OC)c(OC)c1	6.3	0	-5	21	-3	5	39	0.0	-1.2
Cc1ccc(C(=O)NC2(C(F)(F)F)NC(=O)N(c3ccc(Cl)cc3)C2=O)cc1 (stereo not given)	0.1	-4	-10	-3	0	4	10	-0.4	-0.1
CNC(=S)N/N=C/c1ccc(C(C)C)cc1	0.2	·	-1	4	·	16	·	-2.2	1.1
COCCCNC(=S)N/N=C/c1ccc2ccccc2c1	-0.5	1	-3	12	-2	8	-3	1.1	0.8
Oc1ccc(N=Nc2ccc3c(c2)OCCO3)c2cccnc12	30	0	4	20	0	11	-2	-12	-0.3
CCN(CC)C(=O)C1CCCN(c2ccc([N+](=O)[O-])cc2/C=N/NC(=O)c2cccc(O)c2)C1 (stereo not given)	-0.5	-3	-5	-2	-1	3	-14	-0.3	-0.6
COC(=O)c1ccc(COc2ccc(/C=N/O)cc2)o1	2.6	-1	-8	11	-1	8	-27	3.7	0.4
O=C(CCc1ccccc1)NNC(=O)c1ccccc1F	0.0	3	1	4	0	7	21	-0.1	2.4
O=C(COC(=O)c1ccc(-c2ccccc2)cc1)Nc1ccccc1-c1ccccc1	0.6	-6	-5	3	-4	4	-11	0.4	1.5
Cc1cnc(C(=O)N2CCCC(C(=O)c3ccc(C(C)(C)C)cc3)C2)cn1 (stereo not given)	0.4	0	-7	9	0	0	-24	0.8	0.9
CCCCc1nnc(NC(=O)C(C)Sc2nc(N)cc(=O)[nH]2)s1 (stereo not given)	0.1	-1	-8	-2	1	8	-1	0.5	-0.3
NC(=O)C1CCN(C(=O)CSCc2ccccc2Cl)CC1	0.9	0	-4	0	-1	9	-8	-0.5	0.6
O=C(c1cnn(-c2ccccc2)c1)c1ccccc1O	-1.1	2	-9	4	3	15	-7	2.7	0.4
CN(C)CCNC(=S)Nc1ccccc1C(C)(C)C	-0.3	-2	1	9	4	11	21	-0.1	0.2
CSCCC(NC(=O)c1ccc(Cl)cc1)C(=O)O (stereo not given)	-0.6	1	6	13	-1	8	0	0.6	1.9
O=C(CN1CCCC1)Nc1ccc(Br)cc1	-0.1	-8	5	18	7	4&5	-25&9	1.6	0.3

Grouped by structure: the compounds so far containing two or more sulfur atoms
SMILES	L929 necroptosis	Runt-SMMHC FRET	RBBP9 inh	Hck Nef HTS	Runt-CBFb FRET	PGE2 EP2 inh	EP2 mod	TNF necrop inh	PERK inh
O=C(CSc1ncnc2scc(-c3ccc(Cl)cc3)c12)NCc1ccc2c(c1)OCO2	-0.3	-9	-3	3	-6	10	-59	-7.8	0.1
CCCCc1nnc(NC(=O)C(C)Sc2nc(N)cc(=O)[nH]2)s1 (stereo not given)	0.1	-1	-8	-2	1	8	-1	0.5	-0.3

12 entries from above, ordered by length of the SMILES, lowest first:
SMILES	L929 necroptosis	Runt-SMMHC FRET	RBBP9 inh	Hck Nef HTS	Runt-CBFb FRET	PGE2 EP2 inh	EP2 mod	TNF necrop inh	PERK inh
Fc1cccc(NCc2ccoc2)c1	2.7	3	-5	-2	-1	6	7	3.1	0.4
O=C(CN1CCCC1)Nc1ccc(Br)cc1	-0.1	-8	5	18	7	4&5	-25&9	1.6	0.3
CN(C)CCNC(=S)Nc1ccccc1C(C)(C)C	-0.3	-2	1	9	4	11	21	-0.1	0.2
COCCCNC(=S)N/N=C/c1ccc2ccccc2c1	-0.5	1	-3	12	-2	8	-3	1.1	0.8
O=C(c1cnn(-c2ccccc2)c1)c1ccccc1O	-1.1	2	-9	4	3	15	-7	2.7	0.4
CC(C)OC(=O)CSc1nc2cccnc2n1C1CCCCC1	-0.3	-6	-1	1	0	7	24	-1.9	-0.9
Cn1c(=O)n(C)c2cc(S(=O)(=O)NCCO)ccc21	-0.1	2	-4	-3	1	9	20&-39	0.4	-0.5
N#Cc1cc2cc3ccccc3nc2n2c(=O)c3ccccc3nc12	-0.8	30	-4	18	-228	3	-37	-2.5	0.2
CCCCc1nnc(NC(=O)C(C)Sc2nc(N)cc(=O)[nH]2)s1 (stereo not given)	0.1	-1	-8	-2	1	8	-1	0.5	-0.3
Cc1cnc(C(=O)N2CCCC(C(=O)c3ccc(C(C)(C)C)cc3)C2)cn1 (stereo not given)	0.4	0	-7	9	0	0	-24	0.8	0.9
CCN(CC)P(=O)(/C(Cl)=C\Nc1c(C)n(C)n(-c2ccccc2)c1=O)N(CC)CC	-0.3	-2	-4	0	-3	22	19	-3.8	0.6
CCN(CC)C(=O)C1CCCN(c2ccc([N+](=O)[O-])cc2/C=N/NC(=O)c2cccc(O)c2)C1 (stereo not given)	-0.5	-3	-5	-2	-1	3	-14	-0.3	-0.6

A portion of the library; rates above refer to the full screens.
